Screening results deposited in PubChem BioAssay by National Center for Advancing Translational Sciences (NCATS).
Pf Dd2 inh: blocks in vitro growth of P. falciparum Dd2; P. falciparum Dd2 growth, SYBR Green, 72 h; AID 1347417; 4.3% of 120,000 active; Potency, µM (titrated, usually from 28.9 µM), for the others: top-dose activity, negative = inhibition, most hits filed as inhibitors; active means well fitted inhibition curve with a large enough effect; inconclusive means small, poorly fitted or top-dose-only effect; inactive means no such curve, though single readings can be large or run the other way;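 further: plate controls were DMSO vehicle for no effect and reference drug for full effect; nearly all actives have a fitted effect of over 65% in size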
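Readout: SYBR Green fluorescence, 485 nm excitation, 535 nm emission, after ~16 h lysis at 37C. Before that, Dd2-infected red cells (2.5% hematocrit) grew 72 h with compound, 29 uM top final concentration.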
* = called active by the depositor; i = inactive; ? = inconclusive; [ ] = another dose, or the depositor's remark. Potency means the concentration at half of the fitted maximal effect.

SMILES	Pf Dd2 inh
COc1ccccc1-c1noc(CSc2nnc(-c3ccccc3)n2-c2ccc(C)c(C)c2)n1	?
Cc1cc(C)c(S(=O)(=O)NCCc2sc(-c3cccnc3)nc2C)c(C)c1	-17%
Cc1cc(C)cc(N2CCN(c3cc(C4CC(O)C4)ncn3)CC2=O)c1 (stereo not given)	i
Fc1ccc(CCNc2nccc(-c3cccnc3)n2)cc1	-27%
O=c1cc(-c2ccncc2)oc2c(-c3cccc(O)c3)nccc12	?
COc1ccccc1CNC(=O)NCc1noc2ccc(C)cc12	-9%
Cc1ccc(NC(=O)C2CCN(c3nnc(C)c4c(C)n(-c5ccccc5)nc34)CC2)cc1Cl	39%[activator]
COc1ccccc1NC(=O)N1CC[C@H]2CC(=O)N(CCc3cnc[nH]3)CC[C@H]2C1	-24%[44.1 µM]
COc1ccc(-c2nc3c(c(SCC(=O)N4CCCCC4)n2)Cc2c(CO)cnc(C)c2O3)cc1	?
COCCCNc1cc(Cl)nc2ccnn12	-21%[44.1 µM]
Cc1ccc(-c2noc(CN(C3CCCCC3)S(=O)(=O)c3ccc(F)cc3)n2)cc1	?
COc1ccc(CNC(=O)C2CCN(C(=O)c3ncn4c3COC(c3ccccc3)C4)CC2)cc1 (stereo not given)	?
c1cc2nc(C3CCNCC3)[nH]c2cn1	-1%[44.1 µM]
CC(C)(C)OC(=O)N1CCC(c2c(C(=O)N3CCN(c4ccccc4)CC3)cnn2-c2ccccc2)CC1	?
COc1ccc(C(C)=O)cc1CSc1nc(Nc2ccc(F)c(F)c2)c2ccccc2n1	11µM*
CS(=O)(=O)N1C[C@@H](COc2cccnc2)[C@H](c2ccccn2)C1	3%
CCc1ccc(NC(=O)C(=O)NCCc2csc(-c3cccc(F)c3)n2)cc1	i
CCn1cc(C(=O)N2C[C@@H](COC)[C@H](c3nc(C4CC4)no3)C2)cn1	53%[activator]
Cn1cnnc1-c1nn(C)c2c1CN(C(=O)CCC(=O)N1CC(=O)Nc3ccccc31)CC2	-20%
CCC(Sc1nc2nccnc2c(=O)n1Cc1ccc(Cl)cc1)C(=O)NC1CCCCC1 (stereo not given)	i
CCN1CCN(Cc2nc3cc(NC(=O)c4ccccc4[N+](=O)[O-])ccc3n2CC)CC1	?
COCc1c(C(=O)N2CC(F)(F)C[C@H]2c2nc(C)no2)noc1C	24%
COc1ccc(-c2nc(C)nc3c2CCN(C(=O)c2ccc(C)cc2)CC3)cc1	-19%
O=C(NC1CCN(c2cc(-c3ccccc3)[nH]n2)C1)c1cccc(F)c1 (stereo not given)	-7%
CC(C)CCNC(=O)c1cnc2n1CCN(Cc1cccc(C#N)c1)CC2	-30%[44.1 µM]
CC(=O)Nc1ccc(NC(=O)c2cc3sccc3n2Cc2ccc(Cl)cc2)cc1	?
O=C(NCCN1CCOCC1)C1CCCN(C2CCN(Cc3ccncc3)CC2)C1 (stereo not given)	-15%
CC(C)CCNC(=O)N1CCC(Oc2ncccc2C(=O)N(C)C)C1 (stereo not given)	-7%
Brc1ccc(-c2ccnc3nc(-c4cccs4)nn23)cc1	-17%
CCOC(=O)CNC(=O)CCc1conc1-c1ccc(OC)cc1	?
O=C1COCC2(CN1Cc1ccccc1)CN(C(=O)C1(c3ccccc3)CC1)C2	i
CCc1noc(-c2nc(-c3ccc(F)c(Br)c3)no2)n1	-10%
COc1ccc(CNC(=O)[C@@]23CCCC[C@H]2N(CCC(C)C)C(=O)CC3)cc1OC	i
COc1ccc([C@@H]2CN(S(=O)(=O)N3CCCC3)[C@@H]3C4CCN(CC4)[C@@H]32)cc1	?
COc1ccc(Nc2ncnc3c2c(-c2ccccc2)cn3-c2ccc(C)c(Cl)c2)cc1OC	25%
COc1ccc(-c2nc(C)nc3c2CCN([S+](=O)([O-])c2ccccc2)CC3)cc1	i
CCN(CC)C(=O)Cn1c(=O)n(CCCCCC(=O)NCc2ccc3c(c2)OCO3)c(=O)c2sccc21	-25%
COC[C@H]1CCCN1Cc1nc(C2(O)CCN(Cc3ccc(C(F)(F)F)cc3)CC2)cs1	-15%
Cc1ccc2c(c1)N1C(=O)OC[C@@H]1CCN(Cc1cccc(Cl)c1)C2	-8%[44.1 µM]
CCc1ccccc1NC(=O)Cn1ccn2nc(-c3ccc(F)cc3)c(CO)c2c1=O	-9%
O=C(Nc1ccc(-c2nnc3n2CCCC3)cc1)c1ccc(F)cc1	?
COc1ccc(-c2ccccc2CN)cc1	7.9µM*
COc1ccc(NC(=O)CSc2nc(-c3cccs3)cc(C(F)(F)F)n2)cc1Cl	-25%
CCOC(=O)N1CCN(c2nccc(-c3ccccn3)n2)CC1	2%
Cc1ccccc1-c1nn(-c2ccc(F)cc2F)cc1CN1CCC(O)CC1	11µM*
CCN1CCN(C(=O)CC2CCCN(c3cnn(CCOC)c(=O)c3)C2)CC1 (stereo not given)	-23%
Cc1ccc2oc3c(c(=O)c2c1)C(c1ccc(O)cc1)N(Cc1ccc2c(c1)OCO2)C3=O (stereo not given)	?
COc1ccc(NC(=O)N2[C@H]3CC[C@@H]2c2cnc(C)nc2C3)cc1OC	-13%
CCN1c2cc(C(=O)Nc3ccc(C(F)(F)F)cc3)ccc2C(=O)N2CCCC21 (stereo not given)	-21%
Cn1nc(C(=O)NC2CCCN(c3cc(-c4ccc(F)cc4)[nH]n3)C2)c2ccccc21 (stereo not given)	-10%
Cc1ccc(Cl)cc1NC(=O)C(Cc1ccccc1)NS(=O)(=O)c1cccc2nsnc12 (stereo not given)	i
COc1ccc(C(=O)NCC(c2cccnc2)N2CCN(c3ccccc3)CC2)cc1 (stereo not given)	-11%
CCOc1ccc(N(Cc2ccccc2)C(=O)c2nc(SCC)ncc2Cl)cc1	-21%
COc1cccc(N2CCN(S(=O)(=O)c3ccc(-c4cnc(C5CC5)o4)cc3)CC2)c1	-5%
Cc1ccsc1-c1[nH]nc2ncc(-c3cccc(CO)c3)nc12	-16%[44.1 µM]
O=C([C@@H]1C[C@H](c2ccc(F)cc2)N([S+](=O)([O-])C2CC2)C1)N1CCN(c2ccccn2)CC1	i
Cc1cc(C)c2c(CC(=O)Nc3ccc(F)cc3)coc2c1	-4%
CC(C)c1noc(-c2cccn3c(CNC(=O)c4nccc5ccccc45)nnc23)n1	?
CC(C)CN1C(=O)c2cccn2CC1CNC(=O)c1cccn1C (stereo not given)	-3%
Brc1cccc(-c2nnc(CN3CCN(c4ccccn4)CC3)o2)c1	12%

Remaining list, next part:
SMILES	Pf Dd2 inh
CC(NC(=O)CN(C)S(=O)(=O)c1ccc2c(c1)c(=O)n(C)c(=O)n2C)c1ccccc1 (stereo not given)	-20%
CN1C[C@@H](NC(=O)C2CCCCC2)C[C@H]1c1nc(-c2ccc(F)cc2)no1	-10%[44.1 µM]
Cc1ccoc1C(=O)NC1CC(=O)N(Cc2cccc3ccccc23)C1 (stereo not given)	-15%
COC1CCC12CCN(C(=O)c1cnccn1)CC2 (stereo not given)	10%
CCc1nnc(CN2CCC(C(=O)Nc3cccc(-c4ccco4)c3)CC2)o1	?
COCC(=O)N1C[C@@H](COc2cccnc2)[C@H](c2ccncc2)C1	-3%
CS(=O)(=O)N1C[C@H]2CCN(C(=O)c3cccc4[nH]ccc34)C[C@H]21	9%
COc1ccc(OC)c(NC(=O)CSc2nc3ccccc3c(=O)n2CCC(=O)NC2CCCCC2)c1	i
CC(=O)c1ccc(C(=O)N[C@H]2COC[C@H]2Cc2cc(C)no2)s1	-9%
CC1CCCCN1C(=O)Cn1ncc2c3ccccc3n(Cc3ccccc3F)c2c1=O (stereo not given)	13µM*
CCc1ccccc1NC(=O)C(CC)Sc1ncnc2c1sc1ccccc12 (stereo not given)	i
Cc1ccccc1NC(=O)N1CCCC(Cn2c(C3CC3)nc3cccnc32)C1 (stereo not given)	i
Cc1ccc(OCC(=O)OCc2cc(=O)n3c(C)csc3n2)cc1	34%[activator]
Cc1nc(-c2cccs2)cc([C@H]2CN3CC[C@H]2C[C@@H]3COC(=O)NC2CCCCC2)n1	i
COc1ccc(CN2CCCC3(CC(c4cccnc4)=NO3)C2)cc1 (stereo not given)	?

Two entries from above in a different format:
SMILES,Pf Dd2 inh
Fc1ccc(CCNc2nccc(-c3cccnc3)n2)cc1,-27%
Brc1cccc(-c2nnc(CN3CCN(c4ccccn4)CC3)o2)c1,12%

(continued)
SMILES	Pf Dd2 inh
CCc1ccccc1NC(=O)N(C)CC1CCOCC1	-6%
CC1(C)[C@H](Cc2cc(COc3ccccc3)on2)C[C@@H]1NC(=O)C1CCCC1	i
CCOc1ccc(CC(=O)NCCc2sc3nc(-c4ccc(OC)cc4)nn3c2C)cc1	-28%
O=C(Cc1ccsc1)N1CCC2(CC1)N=C(c1cccc(Br)c1)NO2	i
CCn1cc(C(=O)N2CCC3(CCCN(C)C3=O)C2)cn1 (stereo not given)	-5%
Cc1ccc(NC(=O)Cn2c(=O)oc3cc(S(=O)(=O)NCc4ccccc4)ccc32)cc1	8%
COc1cccc(CN2CCCC3(Cc4ccccc4CNC3=O)C2)n1 (stereo not given)	?
COc1ccc(-c2cc(C(=O)NCCc3ccccc3)c3c(-c4ccccc4)[nH]nc3n2)cc1	-13%
COCC(=O)NC[C@H]1OC[C@@H](NC2CCN(C(C)=O)CC2)[C@@H]1O	-15%[44.1 µM]
Cc1ccccc1C(=O)N1CCC(c2n[nH]c(=O)n2Cc2ccc(F)cc2)CC1	-24%
O=C(CC1CCCC1)NCC1CCCCC(=O)N1 (stereo not given)	-4%
COc1cccc(CCC(=O)NC(C)C(=O)N2CCN(c3ccccn3)CC2)c1 (stereo not given)	i
Cc1cc(=O)n(CC(=O)Nc2ccccc2C)c(N(C)Cc2ccccc2)n1	?
Cc1nc(-c2c3n(c(=O)n(CC(=O)NCc4ccccc4)c2=O)CCCCC3)no1	20%
CCOC(=O)C1CCCN(C(=O)Cc2ccc(N(Cc3ccccc3)C(=O)c3ccco3)cc2)C1 (stereo not given)	?

An excerpt of these results, with bars between the fields.
molecule | Pf Dd2 inh
Cc1nc(-c2cccs2)cc([C@H]2CN3CC[C@H]2C[C@@H]3COC(=O)NC2CCCCC2)n1 | i
COc1ccc(CN2CCCC3(CC(c4cccnc4)=NO3)C2)cc1 (stereo not given) | ?
CCc1ccccc1NC(=O)N(C)CC1CCOCC1 | -6%
CC1(C)[C@H](Cc2cc(COc3ccccc3)on2)C[C@@H]1NC(=O)C1CCCC1 | i
CCOc1ccc(CC(=O)NCCc2sc3nc(-c4ccc(OC)cc4)nn3c2C)cc1 | -28%
O=C(Cc1ccsc1)N1CCC2(CC1)N=C(c1cccc(Br)c1)NO2 | i
CCn1cc(C(=O)N2CCC3(CCCN(C)C3=O)C2)cn1 (stereo not given) | -5%
Cc1ccc(NC(=O)Cn2c(=O)oc3cc(S(=O)(=O)NCc4ccccc4)ccc32)cc1 | 8%
COc1cccc(CN2CCCC3(Cc4ccccc4CNC3=O)C2)n1 (stereo not given) | ?
COc1ccc(-c2cc(C(=O)NCCc3ccccc3)c3c(-c4ccccc4)[nH]nc3n2)cc1 | -13%
COCC(=O)NC[C@H]1OC[C@@H](NC2CCN(C(C)=O)CC2)[C@@H]1O | -15%[44.1 µM]
Cc1ccccc1C(=O)N1CCC(c2n[nH]c(=O)n2Cc2ccc(F)cc2)CC1 | -24%
O=C(CC1CCCC1)NCC1CCCCC(=O)N1 (stereo not given) | -4%
COc1cccc(CCC(=O)NC(C)C(=O)N2CCN(c3ccccn3)CC2)c1 (stereo not given) | i

New compounds follow.
SMILES	Pf Dd2 inh
CC(C)NC(=O)C(C)[C@@H]1CC[C@@]2(C)CC[C@H](NC(=O)C3CC3)[C@@H](C)[C@@H]2[C@H]1O (stereo not given in full)	14%[44.1 µM]
COc1cc2c(cc1OC)C(C[C@H]1CN(S(=O)(=O)c3ccc(F)cc3)CC[C@H]1CC(=O)O)=NCC2	-24%
CCOc1ccc(C(=O)N[C@@H]2CN(c3ncccn3)C[C@H]2CO)cc1	-6%
CC(C)NC(=O)N1CCCC1c1nc(CCOCC2CC2)no1 (stereo not given)	-11%
Cc1cnc(C(=O)N2CCC(c3nc(CCOc4ccc(F)cc4)no3)C2)cn1 (stereo not given)	i
COc1ccccc1CNC[C@@H]1C=C(C)[C@H](Cc2nc3c(C)cccc3[nH]2)C[C@H]1C(C)C	?
C1CC2(CCN1)CC(OCC1CC1)CCO2 (stereo not given)	25%
Cc1ccc(C(C(=O)NC2CCCCC2)N(C)Cc2ccccc2)cc1 (stereo not given)	?
Cc1ccc(CNC(=O)c2ccc(-c3ccc(N4CCSCC4)nc3)cc2)o1	i
O=C(N[C@@H]1CCN(C(=O)c2n[nH]c3c2CCC3)C[C@H]1O)c1cccnc1	-8%
Cc1ccc(Cl)cc1N1CCN(C(=O)c2cc3c(=O)oc4ccccc4c3s2)CC1	-4%
CCN(C(=O)Cn1c(=O)n(CCCS(=O)(=O)C2CCCCC2)c(=O)c2ccccc21)c1cccc(C)c1	i
Cc1c(-c2ccccc2)nc2c(Cl)cccc2c1C(=O)OCC(=O)c1ccc(F)cc1	?
COc1ccc(OC)c(CC2C(=O)Nc3ccc(Br)cc32)c1 (stereo not given)	14%
Clc1cc(Cl)cc(NC2CNC2)c1	22µM*
CC(=O)N1CCC([C@@H]2CN(C(=O)COc3ccccc3)C[C@H]2CO)CC1	i
Cc1ccc(CCNC(=O)CCCn2c(=O)c3ccccc3n(CC(=O)Nc3cc(Cl)ccc3C)c2=O)cc1	-25%
O=C(NCc1ccccc1)C1CCC(=O)N1C1CCN(C(=O)c2ccccc2F)CC1 (stereo not given)	-11%
CN1CCN(C(=O)Cc2c[nH]c3ncc(-c4ccccc4F)cc23)CC1	i
Cc1ccc(-n2c(C3CCN(C(=O)c4ccccc4)CC3)n[nH]c2=O)cc1	-10%
CCOC(=O)c1cc2c(=O)n3ccccc3nc2n(Cc2ccco2)c1=NC(=O)c1ccc(OCC)cc1	6%
O=C(c1ccc2oc(-c3ccc(C(F)(F)F)cc3)nc2c1)N1CCOCC1	-13%
COc1ccc(-c2cc(N3CCN(C(=O)c4cccc(C)c4)CC3)n[nH]2)cc1	i
O=c1[nH]c2ccc(NCc3ccc(-c4ccc(Cl)cc4)o3)cc2[nH]1	?

Not all compounds are listed. The share of hits here may be higher or lower than overall.
